Source: PubChem BioAssay
LYPLA2 inh – counter-screen for PME1 inhibitors: inhibitors of human LYPLA2; AID 2177; recombinant LYPLA2, FP-Rh probe fluorescence polarization; inhibition, % at 5.9 µM; actives 0.38% (n = 320,000); O95372;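 active means inhibition above the screen-wide mean plus 3 SD, limit set per campaign, cut at about 26% in these data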;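 further: 0% = LYPLA2 with DMSO and 100% = wells lacking LYPLA2 enzyme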
Target sequence (O95372 whole entry, looked up): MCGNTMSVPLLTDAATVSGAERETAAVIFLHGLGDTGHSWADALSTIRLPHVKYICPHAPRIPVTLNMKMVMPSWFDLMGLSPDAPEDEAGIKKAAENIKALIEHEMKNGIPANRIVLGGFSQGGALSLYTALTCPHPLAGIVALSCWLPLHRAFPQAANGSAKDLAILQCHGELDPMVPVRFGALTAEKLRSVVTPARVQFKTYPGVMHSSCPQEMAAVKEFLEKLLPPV
PAFAH1B2 inh – PAFAH1B2 (human) inhibition | P68402 | recombinant PAFAH1B2, FP-rhodamine activity probe, fluorescence polarization | inhibition, % at 3.39 µM | actives 1.2% (n = 340,000);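 active means inhibition above the mean of all tested compounds plus 3 SD, cut at about 24% in these data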;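 further: 0% = enzyme with DMSO and 100% = wells lacking PAFAH1B2; many of its hits are not listed in these tables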
Target sequence (P68402 whole entry, looked up): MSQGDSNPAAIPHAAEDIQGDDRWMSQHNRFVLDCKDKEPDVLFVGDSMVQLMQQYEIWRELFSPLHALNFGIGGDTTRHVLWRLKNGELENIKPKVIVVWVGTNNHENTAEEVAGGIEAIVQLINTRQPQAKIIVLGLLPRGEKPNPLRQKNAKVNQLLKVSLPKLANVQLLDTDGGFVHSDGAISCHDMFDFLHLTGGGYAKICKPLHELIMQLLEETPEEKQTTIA
PAD4 FP inh – PAD4 (human) enzyme inhibition | recombinant PAD4, RCA probe fluorescence polarization | actives 0.41% (n = 330,000) | AID 485272 | inhibition, % at 6.36 µM | Q9UM07;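 active means percent inhibition above a cutoff equal to the mean of all tested compounds plus 3 SD, cut at about 15% in these data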;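 further: 0% = PAD4 with RCA probe and DMSO and 100% = probe without PAD4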
PAFAH1B3 FP inh – PAFAH1B3 (human) inhibition; Q15102; recombinant PAFAH1B3, FP-rhodamine probe, fluorescence polarization; inhibition, % at 3.39 µM; actives 0.28% (n = 340,000);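 active means inhibition above the screen-wide average of all tested compounds plus 3 SD, cut at about 25% in these data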;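 further: 0% = enzyme with DMSO only and 100% = wells lacking PAFAH1B3 protein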
LYPLA1 inh – counter-screen for PME1 inhibitors: inhibitors of human LYPLA1; recombinant LYPLA1, FP-Rh probe fluorescence polarization; inhibition, % at 5.9 µM; actives 0.16% (n = 320,000);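 active means inhibition above the mean of all tested compounds plus 3 SD, set per campaign, cut at about 14% in these data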;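 further: inhibitors block serine hydrolase probe labeling of LYPLA1 so polarization falls; 0% = enzyme with DMSO and 100% = wells lacking LYPLA1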
Target sequence (O75608 whole entry, looked up): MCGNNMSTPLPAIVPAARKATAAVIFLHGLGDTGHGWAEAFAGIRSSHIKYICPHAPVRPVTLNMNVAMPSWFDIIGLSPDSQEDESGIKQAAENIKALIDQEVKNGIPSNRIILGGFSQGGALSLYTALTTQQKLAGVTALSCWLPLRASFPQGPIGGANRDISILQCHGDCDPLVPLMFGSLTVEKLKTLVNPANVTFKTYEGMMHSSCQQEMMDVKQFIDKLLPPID
PREPL inhibitor – human PREPL enzyme inhibition | inhibition, % at 5.96 µM | Q4J6C6 | actives 0.68% (n = 320,000) | recombinant PREPL, fluorescence polarization activity-based probe; in the data active means inhibition above about 43%;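 further: 0% = enzyme with DMSO and 100% = wells lacking enzyme; many of its hits are not listed in these tables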
GSTO1 counter – counter-screen for RBBP9 inhibitors: inhibitors of human GSTO1; recombinant GSTO1, activity-based probe fluorescence polarization; inhibition, % at 5.96 µM; actives 1.1% (n = 300,000); AID 1974;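 active means inhibition above the campaign mean inhibition plus 3 SD, cut at about 35% in these data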;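 further: 0% = GSTO1-1 with DMSO and 100% = wells lacking GSTO1-1 enzyme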
Target sequence (P78417 whole entry, looked up): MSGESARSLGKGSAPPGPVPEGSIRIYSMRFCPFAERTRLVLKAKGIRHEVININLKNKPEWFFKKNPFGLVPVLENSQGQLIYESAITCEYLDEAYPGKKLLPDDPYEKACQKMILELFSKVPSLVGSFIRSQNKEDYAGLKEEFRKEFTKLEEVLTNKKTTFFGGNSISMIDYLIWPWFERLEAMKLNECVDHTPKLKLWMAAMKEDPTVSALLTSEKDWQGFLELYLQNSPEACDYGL
PAFAH2 inh – PAFAH2 (human) inhibition; recombinant PAFAH2, FP-rhodamine activity probe, fluorescence polarization; Q99487; actives 0.99% (n = 340,000); inhibition, % at 3.39 µM;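 active means inhibition above the mean over all tested compounds plus 3 SD, cut at about 30% in these data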;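 further: inhibitors block probe labeling of enzyme so polarization drops; 0% = enzyme with DMSO and 100% = wells lacking PAFAH2 protein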
pPAFAH inh – pPAFAH (human) enzyme inhibition; recombinant pPAFAH, FP-rhodamine probe fluorescence polarization; Q13093; actives 1.5% (n = 330,000); inhibition, % at 3.39 µM; AID 463082;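 active means inhibition above the mean inhibition across the screen plus 3 SD, cut at about 25% in these data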;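 further: inhibitors block binding of the rhodamine activity-based probe so polarization drops; 0% = enzyme with DMSO and 100% = wells lacking pPAFAH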
An asterisk follows results filed as active; x = no result given.

canonical_smiles	LYPLA2 inh	PAFAH1B2 inh	PAD4 FP inh	PAFAH1B3 FP inh	LYPLA1 inh	PREPL inhibitor	GSTO1 counter	PAFAH2 inh	pPAFAH inh
O=C(c1ccccc1)N(Cc1ccccc1)Cc1ccccc1	-1	5	0	-3	-3	0	6	0	4
C=CCN(CC(=O)NCc1ccc(F)cc1)C(=O)c1csnn1	12	4	1	3	2	-2	4	0	-2
N#CC1(C#N)C2=C(CCCC2)NC(c2ccccc2)C1(C#N)C#N (centres undefined)	-5	x	-5	x	-6	19	-9	x	17
CC(O)(c1ccccc1)C(c1ccccc1)C1CCCCN1 (centres undefined)	0	7	-5	9	-1	17	3	5	3
CCCc1cc(C(=O)Nc2cccc3ccccc23)n(C)n1	-4	-2	-1	5	-5	16	6	1	4
CC1CCC2(CC1)NC(=S)N(c1ccccc1)N2 (centres undefined)	4	7	5	4	5	4	14	1	1
COc1ccccc1C(=O)NCC(c1cccs1)N1CCc2ccccc21 (centres undefined)	1	4	-4	-7	-1	-19	7	6	5
Cc1ccc2c(c1)C1CN(C)CCC1N2C(=O)c1cccc(S(=O)(=O)N2CC(C)CC(C)C2)c1 (centres undefined)	-6	8	-6	7	1	2	-11	7	-6
O=C(CCC(=O)N(CC(=O)NC1CCCC1)c1ccccc1F)Nc1nccs1	-4	-1	0	5	-2	-2	1	-3	1
O=C(C1CCN(S(=O)(=O)c2ccccc2)CC1)N1CCC1	-6	8	2	1	-2	4	x	6	2
COc1ccc(NC(=O)c2cc(-c3ccccc3)oc2C)cc1	-6	-2	3	-5	-5	11	-4	5	-3
O=C(CSc1nc2cc3ccccc3cc2[nH]1)Nc1ccc(F)cc1	0	1	0	3	0	23	-14	-5	-5
CCOC(=O)CNC(=O)C(NC(=O)C1CCC(C)CC1)C(C)CC (centres undefined)	-2	5	4	-6	-4	-4	0	-1	-2
CCCCOc1ccccc1C1NC(=O)NC(C)=C1C(=O)OCCOC (centres undefined)	4	5	-2	7	0	7	18	-1	0
COc1ccc(-n2cc(C(=O)c3cc(Cl)ccc3O)cc(C#N)c2=O)cc1	-6	2	-5	1	-1	2	7	2	2
COc1ccc(N(CC(=O)N2CCCCCC2)S(=O)(=O)c2ccc(OC)c(OC)c2)cc1	3	0	-3	2	0	-8	5	-5	-2
COc1ccc(-c2nc(C)c(C(C)=O)n2O)cc1	0	4	-2	-3	3	-2	4	-6	5
O=S(=O)(c1ccccc1Cl)N1CCCC1c1nc(-c2ccc(Cl)cc2)no1 (centres undefined)	-1	0	-5	0	-2	18	2	6	-1
CCOc1ccc2nc(N3CCC(C(=O)NC4CCCCC4)CC3)sc2c1	8	1	7	-3	5	4	-1	8	6
COCCNC(=O)Cn1ccc2cc(S(=O)(=O)N3CCCCCC3)ccc21	3	4	0	2	1	1	1	0	4
OC(CNC1CCCc2ccccc21)COc1c(Cl)cccc1Cl (centres undefined)	4	3	-4	3	4	-40	6	7	2
O=C(NCc1ccco1)/C(=C/c1ccccc1)NC(=O)c1ccco1	-1	2	6	-1	0	20	2	-1	2
CN(/N=C/c1ccc(C(C)(C)C)cc1)C1=NCCN1	6	5	-1	8	3	11	-7	5	8
Cc1cc(Nc2ncc(Cl)cc2Cl)n(-c2ccccc2C)n1	4	2	0	2	2	-5	3	1	1
CC(=O)NC(Cc1c[nH]c2ccccc12)C(=O)N1CCc2ccccc2C1 (centres undefined)	3	14	-1	3	1	7	-2	-1	3
O=C1NCCOC(=O)[C@H](Cc2ccc(F)cc2)CC/C=C/C[C@H]1CC(=O)N(CCO)Cc1ccccc1	x	19	2	-1	x	11	x	4	2
CCCCc1c(C)nc2c(OC)cccc2c1SCC(=O)O	9	5	2	6	3	12	-48	1	0
Cc1ccc(C(=O)OCC(=O)Nc2c(C)n(C)n(-c3ccccc3)c2=O)cc1[N+](=O)[O-]	2	6	-2	2	1	0	-2	6	10
Cc1nnc(SCC(=O)Nn2cnnc2)s1	2	1	-1	1	-1	6	-1	1	3
OC(c1nc2ccccc2[nH]1)C(O)c1nc2ccccc2[nH]1 (centres undefined)	2	1	-3	4	1	8	7	-5	4
CC(C)Oc1ccc(C(=O)Nc2ccc(N3CCN(C(=O)c4ccco4)CC3)cc2)cc1	8	2	6	-10	3	8	-5	14	12
CCCSc1nnc(C(C)C)n1N	14	-1	9	4	-3	5	6	-3	-12
COc1ccc(NC(=O)CCc2nnc3ccc(N4CCN(c5cccc(OC)c5)CC4)nn23)cc1	0	-3	-4	-1	0	31	4	5	7
CN(CC(=O)Nc1ccc(F)cc1)C(=O)COc1ccc([N+](=O)[O-])cc1Cl	-3	4	0	9	1	13	-4	2	-3
COC(=O)[C@]1(C)N[C@H](CN(C)S(=O)(=O)c2ccc(-c3ccccc3)cc2)[C@@H]2C(=O)N(C)C(=O)[C@@H]21	x	11	0	16	x	16	x	8	1
CCN(CC(=O)Nc1ccc(NC(C)=O)cc1)C(=O)c1ccc2c(c1)S(=O)(=O)N=C1CCCCCN12	7	1	-6	4	1	6	-6	-2	-5
Cn1c(Cn2c(=O)sc3ccccc32)nnc1SCC(=O)N1CCOCC1	-4	4	-1	7	0	15	3	0	-1
NCCNC[C@@H]1COC2(CCCCCCCCCCC2)O1	-7	x	3	x	0	-35	-3	x	1
CN(C)c1ccc(N2C(=NC(=O)CCc3ccccc3)SC3CS(=O)(=O)CC32)cc1 (centres undefined)	6	4	2	6	-1	18	1	-4	-4
Cc1oc(-c2ccccc2F)nc1CS(=O)(=O)CC(=O)NCCCN1CCN(C)CC1	-4	0	-3	8	-2	12	-4	-3	2
Cc1sc2c(c1C)c(=O)n(-c1ccccc1)c(=O)n2CC(=O)NCC1CCCO1 (centres undefined)	-1	-3	-1	2	2	0	2	1	2
C/C(=N\NC(=S)Nc1cccc(C)c1)c1ccccc1	3	3	1	7	-4	5	1	2	11
C=CCn1c(=O)c2c(nc3n2CC(C)CN3c2cccc(OC)c2)n(C)c1=O (centres undefined)	2	-1	1	1	2	9	0	11	0
O=c1[nH]c(C2CCN(S(=O)(=O)c3ccccc3)CC2)nc2c1nnn2Cc1ccccc1	-2	2	-5	-2	-6	1	19	1	7
COc1cccc(CNC23CC4CC(CC(C4)C2)C3)c1OCc1ccccc1	1	0	2	-4	-1	21	5	-8	4
CC(NC(=O)COc1ccc(/C=N/NC(=O)C(=O)Nc2ccccc2Br)cc1)c1ccccc1 (centres undefined)	-7	-6	-3	-4	-3	-8	8	-9	2
O=C(NCCS(=O)(=O)c1ccc(Br)cc1)c1ccc(Cl)cc1Cl	-2	3	-6	-5	4	-30	-1	-7	5
COc1ccc(CNC(=O)CC2C[C@H](C(=O)N3CCOCC3)[C@@]3(C)c4[nH]c5ccccc5c4CCN3C2=O)cc1OC (some centres undefined)	x	3	-4	15	x	6	x	24	5
CCC(=O)Nc1nonc1-c1nc2ccccc2n1Cc1ccccc1	11	-1	-7	6	0	4	-17	1	0
CCNS(=O)(=O)c1ccc(CCC(=O)Nc2ccccc2)cc1	-1	6	3	10	-2	11	6	3	0
O=C(Cc1cccs1)N/N=C/C(Br)=C/c1ccccc1	1	-1	0	-1	-4	4	5	1	9
CN1C(=O)c2ccccc2C(C(=O)NCCCN2CCCC2=O)C1c1c[nH]c2ccccc12 (centres undefined)	2	x	-3	x	-4	13	-8	x	-6
C=CCSc1nnc(-c2cccnc2)o1	2	3	7	0	2	7	9	8	0
Cc1ccc2nc(C)cc(C(=O)OCC(=O)c3ccc(Cl)c([N+](=O)[O-])c3)c2c1	5	4	-3	-8	0	8	10	1	6
CC(=O)N1CCN(C(=O)CNC(=O)c2cccs2)CC1	3	0	-5	1	-3	13	x	11	1
CC(=O)NC(c1cccs1)c1cc(Cl)c2ccccc2c1O (centres undefined)	3	5	0	12	0	11	x	4	-2
COc1ccc(N2CCN(CCCNC(=O)c3ccc(CS(=O)(=O)c4ccc(OC)cc4)o3)CC2)cc1	3	1	-4	4	-3	19	-3	8	3
CCCCCn1c(=O)[nH]c2cc(C(=O)NC3CCN(Cc4ccccc4)CC3)ccc2c1=O	1	0	4	-2	0	-2	-2	-6	3
COC(=O)CSc1nc2ccc(C)cc2[nH]1	3	-2	-4	2	0	-2	4	-6	3
CCC1=Nc2cc(C(=O)NCCN3CCOCC3)ccc2Sc2ccc(Br)cc21	5	5	-6	1	0	8	13	5	-2

(cont.)
canonical_smiles	LYPLA2 inh	PAFAH1B2 inh	PAD4 FP inh	PAFAH1B3 FP inh	LYPLA1 inh	PREPL inhibitor	GSTO1 counter	PAFAH2 inh	pPAFAH inh
CN(Cc1ccccc1)C1(CNC(=O)CCC(F)(F)F)Cc2ccccc2C1	1	-2	1	-9	1	-2	2	2	6
CN(c1ccccc1)S(=O)(=O)c1ccc(Cl)c(C(=O)OCC(=O)N2CCOCC2)c1	0	3	-2	5	0	1	3	2	0
CCOc1ccc(N2C(=O)c3cccnc3C2Nc2ccc(C)c(C)c2)cc1 (centres undefined)	-4	-1	2	1	-1	-18	0	8	-1
COc1ccc(NC(=O)c2cccc(C(=O)Nc3ccc(OC)cc3)n2)cc1	2	x	-3	x	-2	13	3	x	5
CCOc1ccc(S(=O)(=O)N(CC)CC)cc1N	4	2	-3	4	-1	-5	7	-2	2
Cc1ccc(C)c(SCC(=O)OCC(=O)N2CC(C)OC(C)C2)c1 (centres undefined)	-3	4	-7	5	4	13	2	1	-2
COCCCNC(=O)COc1ccc(-c2nccc(-c3ccccn3)n2)cc1	0	7	-3	-4	-1	-3	-1	8	6
O=C1CC(N2CCN(Cc3ccc4c(c3)OCO4)CC2)C(=O)N1CCc1ccccc1 (centres undefined)	-2	1	0	10	2	11	5	1	0
COc1cc(C(=O)NCC(=O)NNC(=O)C2COc3ccccc3O2)cc(OC)c1OC (centres undefined)	-3	-2	-3	4	-2	13	x	-2	-9
COc1ccccc1CC(=O)N(CCC1=CCCCC1)c1c(N)n(Cc2ccccc2)c(=O)[nH]c1=O	6	3	1	12	4	7	-3	3	5
CC(C)n1cnnc1SCC(=O)Nc1ccc(Br)cc1F	3	1	2	1	2	-6	5	1	-8
O=C(Cc1ccccc1)Nn1c(O)c(/C=C2\C=Nc3ccccc32)sc1=S	-7	2	-1	4	-3	-35	3	9	8
O=C(Nc1nnc(-c2cccs2)o1)c1cccc(F)c1	1	-3	1	2	1	-5	-22	-5	-2
COc1ccc(O)c(C(=O)c2cc(C#N)c(=O)n(CC3CCCO3)c2)c1 (centres undefined)	-4	2	4	1	2	4	19	10	2
N=c1c(C(=O)NCC2CCCO2)cc2c(=O)n3ccccc3nc2n1Cc1ccc(F)cc1 (centres undefined)	5	-1	-5	5	-2	15	-8	-5	8
O=C(c1ccc(N2CCN(C3CC(=O)N(c4ccc(F)cc4)C3=O)CC2)cc1)c1cccnc1 (centres undefined)	35*	x	1	x	6	8	3	x	1
CCN(CC)c1ccc(/C=N/NC(=O)C(O)(c2ccccc2)c2ccccc2)o1	3	x	-1	x	2	14	3	x	9

An excerpt; rates above refer to the full screens.
